Bioassay records deposited in PubChem BioAssay by NMMLSC.
Myeloid diff MLP = promotes myeloid progenitor differentiation; ER-HoxA9 myeloid progenitors, lysozyme-GFP differentiation, flow cytometry; calls only at 10 µM; actives 1% (n = 360,000);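 active = normalized GFP-positive differentiation at or above the plate's own cutoff, the solvent-only control mean plus 3 SD; inconclusive = no clear call, values can overlap the other calls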;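 also: cells exposed to compound for four days before flow analysis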
T cell HTS = modulates CD8 T cell binding to vesicles; actives 0.068% (n = 330,000); 2C CD8+ T cell-vesicle binding, flow cytometry; hits give low values; calls only at 7 µM;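 active = response, share of CD8 T cells binding vesicles, and their 90th percentile fluorescence all below set limits, cut at about 80% in these data, passing the limit was not always enough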
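Material: murine 2C transgenic CD8+ T lymphocytes / Also added: QL9-peptide-loaded Drosophila micro-vesicles bearing Ld, ICAM-1 and B7-1 / Schedule: binding step 1.5 h, 37 °C, antibody labelling 20 min, ice / Signal: flow cytometry, PE anti-B7-1 (FL2) versus Alexa647 anti-CD8 (FL8), PFA-fixed / Evaluation: percent CD8+ FL2 mean versus row control / Benchmarks: naked versus QL9-loaded vesicles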
T cell HTS vesicle-bound % = second read-out of T cell HTS, no call of its own (marks repeat the call); double positive events, %; measured here: CD8+ vesicle-bound cell fraction;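 binding gate set so that unloaded-vesicle control wells show 10% double positive cells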
Myeloid diff MLP GFP+ MAC1+ % = further read-out of Myeloid diff MLP, marked with its call; GFP+ MAC1+ double positive, %; measured here: differentiation confirmed by MAC1 staining
* hit, by the source's call; i = inactive; ? = inconclusive; . = no result given. The list is partial (hit frequency here may not be typical).

SMILES	Myeloid diff MLP	Myeloid diff MLP GFP+ MAC1+ %	T cell HTS	T cell HTS vesicle-bound %
O=C(NCc1ccccc1CN1CCCC1)c1cccc(S(=O)(=O)N2CCOCC2)c1	i	0.3	i	41
Cc1cccc(C(=O)OCC(=O)Nc2ccccc2C(=O)NC2CC2)c1	i	0.8	i	29
COC(=O)C1=C(C)NC(=S)NC1c1ccc(OCC(=O)N2CC(C)OC(C)C2)c(OC)c1 (centres undefined)	i	0.2	i	34
O=C(CSc1ccccn1)Nc1ccc2c(c1)CCC2	i	0.8	i	30
O=C1NC[C@@H](c2ccccc2)OC(=O)[C@H](Cc2ccc(F)cc2)C/C=C\C[C@@H]1CC(=O)N(CCO)Cc1ccccc1	i	0.8	i	12
CCOc1ccc(NC(=O)C(C)NC(=O)c2ccccc2Cl)cc1S(=O)(=O)N1CCCC1 (centres undefined)	i	0.9	i	37
CC(OC(=O)CC1CCCCC1)C(=O)Nc1ccc(S(N)(=O)=O)cc1 (centres undefined)	i	0.5	i	33
N#Cc1ccccc1OCC(=O)N(C1CCCCC1)C1CCS(=O)(=O)C1 (centres undefined)	i	0.9	i	71
Cc1ccccc1NS(=O)(=O)c1ccc(C(=O)NCC(c2ccco2)N(C)C)cc1 (centres undefined)	i	1.4	i	50
CSCCC1NC(=O)N(CC(=O)Nc2cc(C)on2)C1=O (centres undefined)	i	1.6	i	47
COc1ccc(NC(=O)CSc2nnc(C)n2C2CC2)cc1S(=O)(=O)N1CCOCC1	i	0.3	i	17
CN(C(=O)CSc1n[nH]c(N)n1)C1CCCCC1	i	1.6	i	7
COc1ccc([C@H]2/C=C\CN(C(=O)C3CC3)[C@@H](C)C(=O)N2Cc2ccc(F)cc2)cc1	i	1.6	i	29
C/C(=N\NC(=O)c1cccc(S(=O)(=O)N2CCOCC2)c1)c1ccc(OC(F)F)cc1	i	1.1	i	21
O=C(Cn1nc(C(=O)O)c2ccccc2c1=O)Nc1cccc(S(=O)(=O)N2CCCCCC2)c1	i	1.1	i	52
CCCCn1nc(C(=O)N(C)CC(=O)Nc2cccc(F)c2)c2ccccc2c1=O	i	0.8	i	31
C#CCOCCOCCOCCNc1nc(N2CCN(C(=O)CCCCCCCCCCNC(=O)[C@H](CO)n3cc(CCCSC)nn3)CC2)nc(N2CCN(C(=O)CCCCCCCCCCNC(=O)[C@H](CCCN=C(N)N)n3cc(C[C@@H](C)CC)nn3)CC2)n1	i	0.3	i	50
Cc1ccc(S(=O)(=O)N2CCC(C(=O)N3CCCC3C(=O)N[C@@H](CC(C)C)C(=O)NCC(N)=O)CC2)cc1 (some centres undefined)	i	3.3	i	61
CC(C(=O)Nc1ccc2c(c1)OCO2)N1CCC(N2CCCCC2)CC1 (centres undefined)	i	1.1	i	30
Cc1[nH]n(-c2ccccc2)c(=O)c1/C=N/NC(=O)c1ccc(O)cc1O	i	0.5	i	60
N#CCCN(C(=O)COC(=O)C1=COCCO1)c1ccc(F)cc1	i	0.8	i	57
OC(CN1CCN(c2cccc(Cl)c2)CC1)C(c1ccccc1)c1ccccc1 (centres undefined)	i	4.9	i	28
CCO[C@H]1c2c(ccc3ccc(=O)oc23)OC(C)(C)[C@@H]1O	i	0.3	i	18
O=C(CSc1ncn[nH]1)Nc1ccc(Br)cc1Br	i	0.4	i	55
COCCCNC(=O)c1cc(Nc2ccc(OC)cc2OC)nc2ccccc12	i	0.2	i	33
C[C@@H]1CN([C@H](C)CO)C(=O)Cc2cc(NC(=O)CCC(F)(F)F)ccc2O[C@@H]1CN(C)C(=O)NC1CCCCC1	i	4.7	i	27
O=C(C1CCN(S(=O)(=O)c2ccccc2F)CC1)N1CCc2ccccc21	i	0.5	i	6
CC(C)NC(=O)N(C)C[C@H]1Oc2c(cccc2N(C)C)C(=O)N([C@H](C)CO)C[C@@H]1C	i	0.5	i	9
O=C(COC(=O)CCC(=O)c1cccs1)NCCc1ccccc1	i	0.9	i	23
O=C1OC[C@H](Cc2ccc3c(c2)OCO3)/C1=C\c1ccc2c(c1)OCO2	i	2.7	i	33
Cc1ccc(NC(=O)CSCC(=O)NCc2ccco2)cc1	i	1.8	i	55
Cn1ccnc1SCC(=O)NCC(=O)Nc1ccc(F)c(F)c1F	i	0.7	i	32
COc1ccc(C(=O)NCC(c2ccco2)N2CCc3ccccc3C2)cc1 (centres undefined)	i	0.1	i	53
CC(C)(C)C(=O)N1CCN(c2ncnc3scc(-c4ccccc4)c23)CC1	i	0.3	i	10
CCCCN1C(Nc2ccccc2)=NC[C@@H]1Cc1ccccc1	i	2.5	i	29
O=C(COC(=O)C1CCC1)NCc1ccc(Cl)cc1Cl	i	1.1	i	15
Cc1ccc(C(=O)Nc2ccn(C)n2)cc1	i	0.6	i	36
O=C(OCc1c(-c2ccccc2)ncc2ccccc12)c1cccc(Br)c1	i	1.6	i	56
O=C(c1ccc(Br)cc1)N1CCN(c2ncccn2)CC1	i	0.4	i	19
COC(=O)c1c(-c2ccc(OC)cc2)sc2ccc(OC)cc12	i	0.9	i	41
Cc1ccc(C)c(NC(=O)CN(C)C(C)C(=O)N2CCCC2)c1 (centres undefined)	i	0.4	i	49
O=C(COC(=O)c1ccc[nH]c1=O)NCCC1=CCCCC1	i	0.9	i	14
CCCCNc1nnc(SCC(=O)c2c(N)n(C3CC3)c(=O)[nH]c2=O)s1	i	0.7	i	48
CCOC(=O)C1=C(COC(=O)C2CC(=O)N(c3ccc(C)cc3)C2)NC(=O)NC1C (centres undefined)	i	1.1	i	32
Cc1ccc(NC(=O)CSc2ccc(S(=O)(=O)N3CCCC3)cn2)cc1F	i	0.4	i	9
Cc1cc2oc(=O)cc(Cn3ccnc3)c2cc1Cl	i	0.6	i	55
CC(C)C[C@]1(c2ccccc2)ON(c2ccccc2C(F)(F)F)C1=O	i	1.4	i	44
O=C1CN(S(=O)(=O)c2cc(C(F)(F)F)ccc2Cl)CCN1	i	0.9	i	19

Sorted by length of the SMILES (smallest number first): part of the list above
SMILES	Myeloid diff MLP	Myeloid diff MLP GFP+ MAC1+ %	T cell HTS	T cell HTS vesicle-bound %
O=C(c1ccc(Br)cc1)N1CCN(c2ncccn2)CC1	i	0.4	i	19
O=C1CN(S(=O)(=O)c2cc(C(F)(F)F)ccc2Cl)CCN1	i	0.9	i	19
O=C(OCc1c(-c2ccccc2)ncc2ccccc12)c1cccc(Br)c1	i	1.6	i	56
CC(C)C[C@]1(c2ccccc2)ON(c2ccccc2C(F)(F)F)C1=O	i	1.4	i	44
CCCCNc1nnc(SCC(=O)c2c(N)n(C3CC3)c(=O)[nH]c2=O)s1	i	0.7	i	48

The list continues:
SMILES	Myeloid diff MLP	Myeloid diff MLP GFP+ MAC1+ %	T cell HTS	T cell HTS vesicle-bound %
COc1ccc2c(C(=O)NCCCCO)c(-c3ccc(S(C)(=O)=O)cc3)sc2c1	i	0.3	i	21
C=CCn1c(SCC(=O)Nc2sc3c(c2C#N)CCC(C)C3)nc2cc(C(=O)O)ccc2c1=O (centres undefined)	i	0.5	i	45
Cc1noc(C)c1NC(=O)N(C)C[C@@H]1Oc2ccc(NC(=O)C3CCCCC3)cc2C(=O)N([C@@H](C)CO)C[C@H]1C	i	1.0	i	57
CN(C)c1cccc(C(=O)NN2C(=O)NC3(CCCCC3)C2=O)c1	i	0.8	i	37
COc1ccc(N2CCN(C(CNS(=O)(=O)c3ccc(C)cc3)c3ccccc3)CC2)cc1 (centres undefined)	i	0.9	i	56
CCN(C(=O)COC(=O)CNS(=O)(=O)c1ccc2ccccc2c1)C1CCCCC1	i	0.6	i	47
Cc1ccc(S(=O)(=O)N2CCN(C(=O)c3sccc3C)CC2)cc1	i	0.7	i	3
Cc1ccc(CN2CCC(NC(=O)c3ccccc3)CC2)cc1	i	0.2	i	24
COc1c(O)cccc1[C@@H](O)C1CCN(CCc2ccc(F)cc2)CC1	i	1.4	i	13
CC(C)CC[C@@H](O)[C@](C)(O)C1CC[C@@]2(O)C3=CC(=O)[C@@H]4C[C@@H](O)[C@@H](O)C[C@]4(C)C3CC[C@]12C (some centres undefined)	i	1.7	i	14
CCOc1ccc(S(=O)(=O)N2CCC(c3ccccc3)CC2)cc1C(=O)O	i	0.6	i	59
CCOc1ccc(NC(=O)CN2C(=O)NC(CCc3ccccc3)C2=O)cc1OCC (centres undefined)	i	0.4	i	19
CCC1(c2ccccc2)NC(=O)N(CC(=O)N2CCc3ccccc32)C1=O (centres undefined)	i	0.3	i	8
COc1ccc(NC(=O)CN(C)C(=O)CCCNC(=O)c2ccc(Cl)cc2)cc1	i	0.6	i	42
Cc1ccc(F)c(Oc2cc(NN3CCCCC3)c([N+](=O)[O-])cc2[N+](=O)[O-])c1	i	0.3	i	8
CC(NCC(=O)Nc1ccccc1C(=O)NC1CC1)c1ccccc1Cl (centres undefined)	i	1.7	i	45
O=C(COC(=O)/C=C/c1cccc(F)c1)NC1CCCCCC1	i	1.8	i	39
CCN(CC(=O)NCc1cccs1)CC(=O)Nc1cccc(S(N)(=O)=O)c1	i	0.5	i	48
Cc1ccc(CONS(=O)(=O)c2cc(C)ccc2C)cc1	i	0.7	i	22
COc1cc(OC)c(C(=O)OCC(=O)Nc2c(C)n(C)n(-c3ccccc3)c2=O)cc1OC	i	0.3	i	34
O=C1CCC(c2ccc(-n3ccnc3)cc2)=NN1	i	1.5	i	23
Cc1ccccc1-c1nnc(SCC(=O)N(C)c2c(N)n(Cc3ccccc3)c(=O)[nH]c2=O)n1C	i	0.4	i	42
O=C1CC2(CCN(S(=O)(=O)c3ccccc3F)CC2)Oc2ccccc21	i	0.7	i	56
O=C(NCC1CCCCC1)c1ccc(F)c(S(=O)(=O)N2CCOCC2)c1	i	1.7	i	32
COc1cccc(C#Cc2c(CO)[nH]c3ccccc23)c1	i	1.1	i	48
C/C(=N\O)c1ccco1	i	1.4	i	33
Cc1ccc(-c2noc(Cn3cc(S(=O)(=O)N4CCCC4)ccc3=O)n2)cc1	i	0.9	i	38
CCN(CC(=O)NCc1cccs1)C(=O)c1ccc(NS(=O)(=O)c2cccc([N+](=O)[O-])c2)cc1	i	1.1	i	31
CCN(CC(=O)Nc1c(F)cccc1F)C(=O)/C=C/c1ccc(S(=O)(=O)N2CCCCCC2)cc1	i	0.7	i	24
CC(=O)Nc1cccc(NC(=O)CSc2nc3c(=O)n(C)c(=O)n(C)c3n2C)c1	i	1.2	i	47
O=C(COC(=O)CCN1C(=O)C2CC=CCC2C1=O)Nc1ccc([N+](=O)[O-])cc1 (centres undefined)	i	0.4	i	37
CO[C@@H]1[C@@H](OC(N)=O)[C@@H](O)C(Oc2ccc3c(O)c(NC(=O)c4ccc(O)c(CC=C(C)C)c4)c(=O)oc3c2C)OC1(C)C (some centres undefined)	i	2.1	i	23
O=S(=O)(c1ccc2nnn(OCc3ccccc3)c2c1)N1CCOCC1	i	0.4	i	44
O=C(NCCS(=O)(=O)NCc1ccc(F)cc1)c1ccc2c(c1)OCO2	i	0.5	i	35
CCCn1c(=O)cc(N)n(-c2ccc(OC(F)(F)F)cc2)c1=O	i	0.4	i	14
N#Cc1cccc(NC(=O)COC(=O)c2cc(S(=O)(=O)Nc3ccccc3Cl)ccc2O)c1	i	0.5	i	45

The list goes on; it opens with the 3 that closed the last part.
SMILES	Myeloid diff MLP	Myeloid diff MLP GFP+ MAC1+ %	T cell HTS	T cell HTS vesicle-bound %
O=C(NCCS(=O)(=O)NCc1ccc(F)cc1)c1ccc2c(c1)OCO2	i	0.5	i	35
CCCn1c(=O)cc(N)n(-c2ccc(OC(F)(F)F)cc2)c1=O	i	0.4	i	14
N#Cc1cccc(NC(=O)COC(=O)c2cc(S(=O)(=O)Nc3ccccc3Cl)ccc2O)c1	i	0.5	i	45
N#CC1(NC(=O)CSc2nc3ncc(Cl)cc3[nH]2)CCCCC1	i	1.2	i	41
COC(=O)[C@H](CC(C)C)NC(=O)Cn1cnc2c(OCc3ccccc3)ncnc21	i	0.6	i	6
COc1ccc([C@H]2CC(=O)C=C(c3cccc(C(F)(F)F)c3)C2)cc1	i	1.1	i	59
CCC(C)Nc1ccc(NC(C)CC)cc1 (centres undefined)	?	.	i	30
CCOC(=O)CCCCCC(=O)Nc1ccc2c(c1)CC(=O)N([C@H](C)CO)C[C@@H](C)[C@H](CN(C)Cc1ccc3c(c1)OCO3)O2	i	3.0	i	14
Cc1ccc(S(=O)(=O)N2CCCCC2)cc1C(=O)N1CCN(CCO)CC1	i	1.1	i	41
Oc1ccc(-c2cc(-c3ccc(O)cc3)nc(-c3ccccc3)n2)cc1	i	0.9	i	45
O=C(Nc1cc(Cl)ccc1N1CCOCC1)c1ccncc1	i	0.5	i	41
CCn1cc(C(=O)NCCC(C)C)c(=O)c2cc(F)c(N3CCN(C)CC3)cc21	i	0.8	i	41
CCCc1ccc(S(=O)(=O)N2CCN(C(C)C(=O)NCc3ccc(OC)cc3)CC2)cc1 (centres undefined)	i	0.9	i	26
COc1cc(-c2noc(C)c2C#CCO)cc(OC)c1OC	i	2.9	i	33
